OX1R antag-1: blocks the human orexin 1 receptor. inhibition, % at 6.6 µM. 330,000 compounds, 1.8% hits. AID 485270. OX1R-expressing cells, FRET antagonist read-out. O43613; in the data active = inhibition mostly above about 38%, no sharp cut-off; inactive = mostly below about 40%;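 also: 0% = agonist challenge alone and 100% = reference antagonist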
Target sequence (O43613 whole entry, looked up): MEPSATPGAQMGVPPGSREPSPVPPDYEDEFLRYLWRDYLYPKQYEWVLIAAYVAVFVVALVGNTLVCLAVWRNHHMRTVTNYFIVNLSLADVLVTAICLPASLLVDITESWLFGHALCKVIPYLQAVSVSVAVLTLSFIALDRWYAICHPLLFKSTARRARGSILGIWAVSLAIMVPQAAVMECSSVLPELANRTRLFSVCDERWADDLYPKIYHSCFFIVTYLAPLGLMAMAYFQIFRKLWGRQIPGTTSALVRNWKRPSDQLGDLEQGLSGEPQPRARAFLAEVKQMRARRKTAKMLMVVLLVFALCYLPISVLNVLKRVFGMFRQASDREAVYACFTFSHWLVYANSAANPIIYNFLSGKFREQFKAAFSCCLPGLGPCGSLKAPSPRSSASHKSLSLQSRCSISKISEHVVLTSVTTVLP
STK33 inh: human STK33 kinase inhibition; inhibition, % at 10 µM; 320,000 compounds, 0.073% hits; purified STK33, MBP phosphorylation, ADP-Glo luminescence; Q9BYT3;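 active = inhibition at or above 25%, using the most active replicate where run in duplicate; inactive = inhibition below 25%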
Target sequence (Q9BYT3 whole entry, looked up): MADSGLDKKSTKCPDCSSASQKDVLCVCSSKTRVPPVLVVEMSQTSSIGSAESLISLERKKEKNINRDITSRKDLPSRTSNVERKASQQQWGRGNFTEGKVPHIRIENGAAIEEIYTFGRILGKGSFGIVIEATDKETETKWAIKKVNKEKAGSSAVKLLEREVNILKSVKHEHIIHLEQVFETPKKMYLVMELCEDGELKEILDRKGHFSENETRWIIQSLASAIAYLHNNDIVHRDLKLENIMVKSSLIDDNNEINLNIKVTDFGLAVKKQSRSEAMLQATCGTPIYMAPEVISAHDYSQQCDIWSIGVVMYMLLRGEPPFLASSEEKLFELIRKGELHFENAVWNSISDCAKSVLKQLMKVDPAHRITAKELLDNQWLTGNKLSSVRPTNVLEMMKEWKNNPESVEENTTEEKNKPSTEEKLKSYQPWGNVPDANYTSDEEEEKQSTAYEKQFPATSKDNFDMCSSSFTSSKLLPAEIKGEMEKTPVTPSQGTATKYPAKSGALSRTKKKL
OX1R antag-2: antagonists of human orexin 1 receptor. CHO/OX1R cells, Fluo-8 calcium fluorescence, orexin A. 330,000 compounds, 0.43% hits. AID 434989. inhibition, % at 5 µM. O43613;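 active = inhibition above its plate's threshold, mean inhibition of all tested compounds on the plate plus 3 SD, cut at about 37% in these data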;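 also: 0% = orexin A challenge wells and 100% = SB-334867-A antagonist wells; not every result past the cut was called active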
Active calls of the source: *; · = no result given. This is a random part of the collection; any-hit rate near 2.2%.

SMILES | OX1R antag-1 | STK33 inh | OX1R antag-2
O=C(N/C(=C/C=C/c1ccccc1)C(=O)N1CCOCC1)c1ccccc1Cl | 23 | · | -18
COc1ccc(NC(=O)CCn2cc(C)c3ccccc32)cc1 | 4 | -0.7 | -39
COc1ccc(C/C(N)=N/OC(=O)c2cccs2)cc1 | 8 | · | -6
O=C(NCC1CCCO1)c1cc2cc(F)ccc2[nH]1 (configuration not stated) | 9 | -0.1 | -14
O=C(c1ccco1)N1CCN(C(=O)C2CCCN(S(=O)(=O)c3cccc4nsnc34)C2)CC1 (configuration not stated) | 60* | -1.2 | -25
CC(=O)N1N=C(c2ccc(Cl)cc2)CC1c1ccco1 (configuration not stated) | 2 | 0.4 | -1
Cc1ccc(-c2nc3cnccn3c2Nc2ccc3c(c2)OCO3)o1 | 23 | 1.7 | -26
Cc1ccc(CNC(=O)CS(=O)(=O)Cc2nc(-c3ccccc3F)oc2C)cc1 | 4 | -0.5 | -27
O=C(NNC(=O)c1ccc([N+](=O)[O-])cc1)c1ccc(Br)cc1 | 15 | -1.5 | 2
CCc1nnc(NC(=O)COc2ccc3c(c2)OCO3)s1 | 18 | -0.1 | -2
O=C(Nc1ccc(F)cc1)C1C2CCC3C(CCC21)C3(Cl)Cl (configuration not stated) | 14 | -0.9 | 27
COc1ccc(C2C(=O)N(C3CCCCC3)CC(=O)N2Cc2ccco2)cc1 (configuration not stated) | 3 | -1.1 | -5
CCOC(=O)C1(CC2CC2)CCN(S(=O)(=O)/C=C/c2ccccc2)CC1 | 24 | -1.6 | -25
Cc1nn2c(N3CCN(C)CC3)cc(C(C)(C)C)nc2c1-c1ccccc1 | 4 | -1.1 | -6
Cc1ccc(S(=O)(=O)Oc2ccc(/C=C3/N=C(c4ccccc4)OC3=O)cc2)cc1 | 9 | 6.1 | -21
C#CCOCCOCCOCCNc1nc(N2CCOCC2)nc(N2CCN(C(=O)CCCCCCCCCCNC(=O)[C@@H]([C@H](C)O)n3cc(C)nn3)CC2)n1 | 32 | 4.2 | -31
Cc1ccc(C(C)C)c(OCC(O)CN2CCOCC2)c1 (configuration not stated) | 11 | -2.1 | 0
O=C(Nn1c(C2CCCCC2)nc2ccccc2c1=O)c1ccc(Cl)c([N+](=O)[O-])c1 | 53* | 0.8 | -19
CC(C)(C)OC(=O)N1CCC(NC(=O)c2nc[nH]c2C(=O)N2CCN(c3ccccc3)CC2)CC1 | 13 | 0.0 | 7
CCc1ccc(C(C)NC(=O)c2ccc3c(c2)OCO3)cc1 (configuration not stated) | -2 | -0.1 | -1
COc1ccc2nc(N/C(N)=N/C(=S)Nc3ccccc3)nc(C)c2c1 | 63 | -0.7 | -11
C=CCNC(=O)NS(=O)(=O)c1ccc(C)cc1 | 7 | 0.9 | -10
O=c1c2ccccc2nc2n1CC/C2=C/N1CCN(c2cccc(C(F)(F)F)c2)CC1 | 10 | -0.1 | -6
Cc1cc2oc(=O)cc(Cn3ncc(Cl)c(Cl)c3=O)c2cc1Cl | 34 | -3.0 | 3
CCc1ccccc1NC(=O)COc1ccc2c(c1)OCO2 | 6 | -1.1 | -26

(listing goes on)
SMILES | OX1R antag-1 | STK33 inh | OX1R antag-2
Cc1cc(C)n(C(=O)c2ccc(C)c(S(=O)(=O)N3CCCCC3)c2)n1 | 27 | -1.2 | -14
CC[C@@H](C)[C@H](NC(=O)Cc1c(C)c2cc3c(C)coc3c(C)c2oc1=O)C(=O)O | 3 | -0.4 | -8
CC(=O)c1cnc2cc(-c3ccc(Cl)cc3)nn2c1C | 4 | -1.0 | -4
CCOC(=O)c1ccc(CSc2ncn[nH]2)o1 | 2 | -0.4 | -2
Cc1cc(C)n2nc(SC(C)C(=O)NC3CCCCC3C)nc2n1 (configuration not stated) | 13 | -2.5 | -12
Cc1cccc(C)c1NC(=O)CNC(=O)Cc1ccccc1[N+](=O)[O-] | 7 | -1.0 | -2
CSCC[C@H](N)C(=O)NC[C@H]1O[C@@H](n2cnc3c(N)ncnc32)[C@H](O)[C@@H]1O | 2 | · | -7
CCOC(=O)C1CCN(C(=O)c2sccc2Cl)CC1 | 13 | 0.7 | -29
N#Cc1ccccc1Cn1c(=O)n(-c2ccc(CC(=O)NCc3ccco3)cc2)c(=O)c2sccc21 | 6 | -0.6 | -15
CSCC[C@H](NC(=O)CCn1nnc2ccccc2c1=O)C(=O)O | 8 | 1.0 | -7
CCCOC1CCCN(C(=O)CCCn2nnnc2CN2CCOCC2)C1 (configuration not stated) | 29 | 0.8 | 4
Cc1nn(C(C)C(=O)NCc2ccccc2)c(C)c1[N+](=O)[O-] (configuration not stated) | 11 | 1.0 | 2
O=C(CSc1nc2ccccc2s1)NCC1CCCO1 (configuration not stated) | 4 | -1.1 | -27
Cc1ccc(C)n1NC(=O)c1ccc(O)cc1 | 0 | 0.5 | -9
O=C(CSc1ccccc1)Nc1ccc(N2CCN(c3ccccc3)CC2)c(F)c1 | 6 | -1.4 | -5
CCOC(=O)N1CCN(C(=O)CSCC(=O)Nc2nc(-c3ccccc3)cs2)CC1 | 16 | -2.5 | -19
CN(C)c1ccc(C(=O)OCC(=O)c2cccs2)cc1 | 16 | -1.9 | -14
CCOC(=O)C1=C(COC(=O)c2sccc2C)NC(=O)NC1C (configuration not stated) | 1 | -1.5 | -3
CCCCN(C(=O)COc1ccc(NC(C)=O)cc1)C1CCS(=O)(=O)C1 (configuration not stated) | -4 | -1.1 | -4
O=C(CCCCCn1c(=S)[nH]c2ccc(N3CCOCC3)cc2c1=O)NCc1ccccc1Cl | 6 | -1.3 | -33
COc1ccc(C2CC(c3cccs3)=NN2C(=O)c2ccc(Br)o2)cc1 (configuration not stated) | 13 | -1.1 | -20
COc1ccc(C2(C)NC(=O)N(CC(=O)Nc3ccc(Br)cc3F)C2=O)cc1OC (configuration not stated) | 18 | -1.0 | -9
Cc1ccc(S(=O)(=O)NC2CCCCCCC2)cc1 | 2 | -2.4 | -28
CCN(CC(=O)NCc1ccc(Cl)cc1)S(=O)(=O)c1ccc(NC(C)=O)cc1 | 3 | -0.9 | -12
Cc1cc(=O)oc2c1ccc1oc(/C(=N/O)c3ccccc3)c(C)c12 | 15 | -1.9 | -7

(next part)
SMILES | OX1R antag-1 | STK33 inh | OX1R antag-2
Cc1ccccc1N1CCN(C(=O)C2CCCCC2)CC1 | 23 | -1.3 | -18
O=C(Nc1cc2c3c(c1)CC(=O)N3CCC2)c1ccccc1F | 10 | 0.8 | -37
CC(C)N(C(=O)c1ccccc1-c1ccccc1)C(C)C | 14 | -1.4 | -15
CCC(Oc1ccccc1OC)C(=O)Nc1ccc2c(c1)OCCO2 (configuration not stated) | 26 | 1.3 | -22
O=C(CN(c1ccccc1)S(=O)(=O)c1ccc(F)cc1)NC1CCCCCC1 | 12 | -2.1 | -17
CCc1ccccc1Nc1nc(N)nc(COC(=O)C2=COCCO2)n1 | -1 | -1.4 | -3
CCN(CC)CCSc1nnc2c3ccccc3n(Cc3ccccc3)c2n1 | 15 | -1.9 | -32
CN1CCN(CC(=O)Nc2sc3c(c2C(=O)Nc2ccccc2)CCCC3)CC1 | 6 | -4.3 | -23
CCCCCCOc1ccc(N2C(=O)CC(SC(=NCC)NCC)C2=O)cc1 (configuration not stated) | 5 | 0.1 | -4
COCCN(C(=O)c1csnn1)C(C(=O)NC1CCCCC1)c1ccccc1F (configuration not stated) | 11 | 0.8 | -18
C[C@@H]1CN([C@H](C)CO)C(=O)c2cccc(NC(=O)NC3CCCCC3)c2O[C@@H]1CN(C)C(=O)Nc1ccc(C(F)(F)F)cc1 | 2 | -0.3 | -23
O=C(O)c1cccnc1SCC(=O)C12CC3CC(CC(C3)C1)C2 | 1 | -0.3 | -53
Cc1n[nH]c(C)c1CCCCOc1ccccc1 | 18 | -0.6 | 22
CCOc1nc(N2CCOCC2)nc(N2CCOCC2)n1 | 4 | 2.1 | -39
COCCNC(=O)CN1N=C(c2ccc(C)cc2)CCC1=O | -1 | -1.3 | -12
C=CCc1ccc(OCCCCCN2CCOCC2)c(OC)c1 | 14 | -4.2 | -16
COC(=O)c1c(S(N)(=O)=O)c2ccccc2n1C | 4 | 0.5 | 6
CC(C)(C)NC(=O)CSc1ncnc2c1nnn2Cc1ccccc1Cl | 30 | -2.3 | 3
O=C(NCc1ccc(F)cc1)c1cccc(NC2=NC3CS(=O)(=O)CC3S2)c1 (configuration not stated) | 2 | 1.1 | -13
NCCc1nnc(SCc2ccccc2F)o1 | 4 | -2.6 | -16
Cc1cc(NC(=O)/C=C/c2ccccc2Cl)no1 | 7 | -1.1 | 0
O=C(CNC(=O)c1ccco1)OCc1cccc(Cl)c1 | 5 | -1.6 | -9
Cc1cccc(-c2noc(CCC(=O)NCC3CCCO3)n2)c1 (configuration not stated) | 16 | · | -13
CC1CCCC(C)N1C(=O)CSc1nnc(COc2cccc3cccnc23)o1 (configuration not stated) | 12 | -0.9 | -43
CC(=O)Nc1ccc(N(C(=O)CNC(=O)c2ccco2)C(C(=O)NCc2ccco2)c2ccccc2F)cc1 (configuration not stated) | 18 | 0.6 | 3

Full records from above.
Listed for O=C(CSc1ccccc1)Nc1ccc(N2CCN(c3ccccc3)CC2)c(F)c1 : OX1R antag-1 = 6; STK33 inh = -1.4; OX1R antag-2 = -5
Listed for O=C(c1ccco1)N1CCN(C(=O)C2CCCN(S(=O)(=O)c3cccc4nsnc34)C2)CC1 (configuration not stated) : OX1R antag-1 = 60*; STK33 inh = -1.2; OX1R antag-2 = -25

Additional records:
SMILES | OX1R antag-1 | STK33 inh | OX1R antag-2
N=C(N)c1ccc(/C=C/c2ccc(C(=N)N)cc2O)cc1 | 46* | 0.0 | -7
Cc1cc(C)c2sc(NC(=O)CN3C(=O)CCC3=O)nc2c1 | 6 | 0.8 | -12
CN1c2ccccc2C(O)=C(C(=S)Nc2ccccc2)S1(=O)=O | 13 | -2.8 | -13
CC(CC(=O)Nc1cccc(S(=O)(=O)N2CCCCC2)c1)c1ccccc1 (configuration not stated) | 29* | 0.0 | 35
COc1c(Br)cc([N+](=O)[O-])c(OC)c1C(=O)NC(=O)Nc1c(Cl)cccc1Cl | 23 | -0.8 | -25
COc1cc(C(=O)NCC(c2ccco2)N2CCCC2)ccc1OCc1ccccc1 (configuration not stated) | 8 | 0.3 | -21
C=CCC[C@H](Cc1ccc(F)cc1)C(=O)OC[C@@H]1CCCN1C(=O)[C@@H](CC=C)CC(=O)NCCO | 13 | -0.1 | -14
O=c1c2ccccc2c(C=Nc2cccc(S(=O)(=O)NC3=NCCCCC3)c2)c(O)n1Cc1ccccc1 | 6 | -1.9 | -13
Cc1ccc(Nc2ncccc2C(=O)O)cc1C | 17 | 0.4 | 3
CN(Cc1ccccc1)S(=O)(=O)c1ccc(NC(=O)C2CCCCC2C(=O)O)cc1 (configuration not stated) | 8 | 0.8 | -13
Cc1cc(/C=N/NC(=O)C(O)(c2ccccc2)c2ccccc2)c(C)n1-c1cccc(C(=O)O)c1 | 12 | -0.4 | -20
Cc1cccc(NC(=S)Nc2ccc(N3CCOCC3)cc2)c1C | 40 | -0.9 | -8
Cc1cc(=O)oc2cc(NC(=O)c3c(Cl)cnn3C)ccc12 | 61* | -0.6 | -13
COc1ccc(NC(=O)Cn2nnc(-c3ccccc3NC(=O)c3ccco3)n2)cc1 | 14 | 0.9 | -8
COc1cccc(CNc2cc(C)ccn2)c1O | -4 | -0.7 | -15
COc1ccc(C(=O)N/N=C/c2ccc(OC)c(COc3ccc(F)cc3)c2)cc1 | 13 | -0.6 | -14
O=C(NC1CCCN(Cc2ccccc2F)C1)c1cccs1 (configuration not stated) | 11 | -1.0 | -84
COc1ccc(NC(=O)C2(S(=O)(=O)c3ccc(C)cc3)CC2)cc1 | 20 | 0.3 | -16
CN(c1ccccc1C(=O)NCC1CCCO1)S(C)(=O)=O (configuration not stated) | 6 | -2.0 | -2
CCCCn1c(N)c(N(CC(C)C)C(=O)c2ccc3c(c2)NC(=O)C(C)S3)c(=O)[nH]c1=O (configuration not stated) | 9 | -0.4 | -12
COc1ccccc1C(=O)NC(CCSC)C(=O)NCC(c1cccs1)N(C)C (configuration not stated) | 8 | 0.0 | -15
O=C(NC1CC1)C1CCN(Cc2cnn(-c3ccccc3)c2-n2cccc2)CC1 | 3 | 0.2 | -15
O=C(Nc1cc([N+](=O)[O-])ccc1O)c1cccc(C(=O)Nc2cc([N+](=O)[O-])ccc2O)c1 | 8 | -0.6 | -4
CCc1c(C)nc(N2CCN(c3cccc(OC)c3)CC2)[nH]c1=O | 4 | 2.0 | -14
COc1ccccc1[C@@H]1C(c2cccc(Cl)c2)=NN(c2ccc(Br)cc2)[C@H]1C(=O)N1CCOC1=O | 19 | -0.2 | -13
CCCCSc1nc2c(c(=O)n1CC)SC(C)C2 (configuration not stated) | 3 | -0.1 | -28

Filtered by structure: the entries above containing an aryl thioether with sulfur outside any ring (10)
SMILES | OX1R antag-1 | STK33 inh | OX1R antag-2
CCOC(=O)c1ccc(CSc2ncn[nH]2)o1 | 2 | -0.4 | -2
Cc1cc(C)n2nc(SC(C)C(=O)NC3CCCCC3C)nc2n1 (configuration not stated) | 13 | -2.5 | -12
O=C(CSc1nc2ccccc2s1)NCC1CCCO1 (configuration not stated) | 4 | -1.1 | -27
O=C(CSc1ccccc1)Nc1ccc(N2CCN(c3ccccc3)CC2)c(F)c1 | 6 | -1.4 | -5
CCN(CC)CCSc1nnc2c3ccccc3n(Cc3ccccc3)c2n1 | 15 | -1.9 | -32
O=C(O)c1cccnc1SCC(=O)C12CC3CC(CC(C3)C1)C2 | 1 | -0.3 | -53
CC(C)(C)NC(=O)CSc1ncnc2c1nnn2Cc1ccccc1Cl | 30 | -2.3 | 3
NCCc1nnc(SCc2ccccc2F)o1 | 4 | -2.6 | -16
CC1CCCC(C)N1C(=O)CSc1nnc(COc2cccc3cccnc23)o1 (configuration not stated) | 12 | -0.9 | -43
CCCCSc1nc2c(c(=O)n1CC)SC(C)C2 (configuration not stated) | 3 | -0.1 | -28

Screens (PubChem)
